12-LOX inh: blocks human arachidonate 12S-lipoxygenase. Potency, µM (titrated, usually from 108 µM), for the others: top-dose activity change, negative = inhibition, usual class: inhibitors. purified 12hLO, xylenol orange hydroperoxide absorbance. 580,000 compounds, 1.1% hits. AID 1671190. P18054; active = well fitted inhibition curve with a large enough effect; inconclusive = small, poorly fitted or top-dose-only effect, or another doubt; inactive = no such curve, though single readings can be large or run the other way
Target sequence (P18054 whole entry, looked up): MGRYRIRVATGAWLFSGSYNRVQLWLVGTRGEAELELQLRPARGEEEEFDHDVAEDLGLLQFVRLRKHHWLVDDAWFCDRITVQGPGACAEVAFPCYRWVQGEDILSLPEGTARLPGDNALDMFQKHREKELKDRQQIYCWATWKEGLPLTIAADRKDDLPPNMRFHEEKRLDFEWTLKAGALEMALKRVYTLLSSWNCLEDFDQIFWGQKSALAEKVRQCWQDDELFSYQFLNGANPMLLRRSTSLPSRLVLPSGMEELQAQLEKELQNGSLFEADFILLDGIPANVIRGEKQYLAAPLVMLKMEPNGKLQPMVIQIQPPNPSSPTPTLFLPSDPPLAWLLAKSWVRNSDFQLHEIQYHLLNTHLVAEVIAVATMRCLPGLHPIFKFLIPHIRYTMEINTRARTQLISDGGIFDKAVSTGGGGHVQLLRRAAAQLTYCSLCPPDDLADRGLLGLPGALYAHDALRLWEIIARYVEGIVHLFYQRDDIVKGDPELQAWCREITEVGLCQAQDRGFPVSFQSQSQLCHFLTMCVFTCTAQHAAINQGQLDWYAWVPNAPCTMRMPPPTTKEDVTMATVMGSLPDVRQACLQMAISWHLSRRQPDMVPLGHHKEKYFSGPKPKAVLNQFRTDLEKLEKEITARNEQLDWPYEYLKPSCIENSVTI
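Hydroperoxide product was detected by ferrous iron/xylenol orange as the 573 to 405 nm absorbance ratio. Arachidonic acid at 40 uM (final) was turned over for 30 min at room temperature by 150 nM human 12hLO, pH 7.0 Hepes buffer, after 15 min compound preincubation.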
Active calls of the source: *; [ ] = remark or other dose. % is scaled to controls: 0 for no effect and ±100 for the full control effect; potency is read from the fitted curve at half-maximal effect.

For COc1cc(C=O)ccc1OCCCCOc1ccc(Cl)cc1Br the results were 12-LOX inh inconclusive.
`COc1ccc(C(C(=O)O)N2CCCN(c3ncccn3)CC2)c(OC)n1` (configuration not stated) gave 12-LOX inh 71.9%[activator].
Screening O=c1oc2ccccc2c(NCc2ccccc2)c1NS(=O)(=O)c1ccc(F)cc1 returned 12-LOX inh 6.4%.
COCCn1c(=O)c(-c2ccc(Cl)cc2)nc2cncnc21 was read as 12-LOX inh 122.3%[activator].
For CN1CC2(CCN(Cc3ccccn3)CC2)CC1C(=O)N1CCOCC1 (configuration not stated) the results were 12-LOX inh 205.7%[activator].
For Cc1ccc(-c2nnc(C3CN(C(=O)C4CCC4)CC34CCOCC4)o2)cc1 (configuration not stated) the results were 12-LOX inh 82.7%[activator].
`CC1CC(NC(=O)C2CCC2)CC(C)(C)C1` (configuration not stated) gave 12-LOX inh 17.0%.
Screening COc1cc(/C=C/C(=O)OCCOc2ccc(Br)cc2)ccc1O returned 12-LOX inh inconclusive.
`CC(C)c1noc([C@H]2C[C@@H]3C(=O)NCCCCCCN(C(=O)Cc4cccnc4)[C@@H]3C2)n1` gave 12-LOX inh 19.4%.
`CC(C)NC(=O)NCC1Cn2cccc2C(=O)N1Cc1ccccc1` (configuration not stated) gave 12-LOX inh -3.6%.
`O=C(O)Cn1ccc2cc(OCC3CCN(C(=O)C4CCCC4)CC3)cnc21` gave 12-LOX inh -5.0%[176 µM].
`CC(C)N1CCC(N2CCN(Cc3cn(C(C)C)c4ccccc34)CC2CCO)CC1` (configuration not stated) gave 12-LOX inh 8.3%.
Screening O=C(Nc1ccc(F)cc1Cl)c1nc2ccccc2nc1N1CCCCC1 returned 12-LOX inh inconclusive.
CN1CCN(c2ncc3ncc(=O)n(C[C@H]4CCCO4)c3n2)CC1 was read as 12-LOX inh 0.0%.
For Cc1noc([C@@H]2CN(C(=O)c3ccc4[nH]ccc4c3)C[C@H]2CO)n1 the results were 12-LOX inh 8.5%.
`O=C(Cn1ccn2nc(-c3ccc(F)cc3)c(CO)c2c1=O)N1CCN(c2ccccc2F)CC1` gave 12-LOX inh 53.8%[activator].
For Cc1ccc(C(=O)N2CCC(n3cc(-c4nc(C5CC5)no4)nn3)C2)s1 (configuration not stated) the results were 12-LOX inh -5.1%.
CC(C)C[C@H]1CN(CCCC[C@@H]2CNC(=O)C(=O)N2CC2CCCCC2)C(=O)C(=O)N1CCc1ccc(O)cc1 was read as 12-LOX inh inconclusive.
For Clc1ccccc1C1(c2ccnc(NCCc3cccnc3)n2)CCNCC1 the results were 12-LOX inh 20µM*.
O=C1CC(c2noc(-c3cccs3)n2)CN1C1CCCCC1 (configuration not stated) was read as 12-LOX inh 30.5%[activator].

Already shown: entries from further up.
Screening O=C(Nc1ccc(F)cc1Cl)c1nc2ccccc2nc1N1CCCCC1 returned 12-LOX inh inconclusive.
CN1CCN(c2ncc3ncc(=O)n(C[C@H]4CCCO4)c3n2)CC1 was read as 12-LOX inh 0.0%.
For Cc1noc([C@@H]2CN(C(=O)c3ccc4[nH]ccc4c3)C[C@H]2CO)n1 the results were 12-LOX inh 8.5%.
`O=C(Cn1ccn2nc(-c3ccc(F)cc3)c(CO)c2c1=O)N1CCN(c2ccccc2F)CC1` gave 12-LOX inh 53.8%[activator].

Further compounds
Screening COCCC1(NC(=O)C2CC2)CCN(C(=O)c2ccccn2)CC1 returned 12-LOX inh 69.5%[activator].
Cc1nn(-c2ccccc2Cl)c(=O)n1CC(=O)N(C)C(C)c1ccon1 (configuration not stated) was read as 12-LOX inh 25.0%.
`CCC(=O)N1Cc2ccccc2CC2(CCN(Cc3ccccn3)CC2)C1` gave 12-LOX inh 55.1%[activator].
Screening O=C(c1ccc(C2CCCNC2)cc1)N1CCCN(c2ncccn2)CC1 (configuration not stated) returned 12-LOX inh 38.2%[activator].
Screening O=C(COc1ccc2oc3c(c2c1)CCCC3)OCC(=O)c1ccc2c(c1)OCO2 returned 12-LOX inh inconclusive.
Screening CCCn1nc(-c2nn3c(-c4cc(F)ccc4F)nnc3s2)cc1C returned 12-LOX inh -20.7%.
For COc1cc(CCC(=O)NCc2ccncc2)cc(OC)c1OC the results were 12-LOX inh 10.8%.
Cc1cnc(C(=O)Oc2c(C)cccc2C)cn1 was read as 12-LOX inh inconclusive.
Cc1ccc(CN2CC[C@@H]3[C@H]2C(=O)NC[C@H](CCC(=O)Nc2ccccc2)N3C)cc1 was read as 12-LOX inh 48.0%[activator][176 µM].
CCCNC(=O)N1CCN(Cc2nc(-c3ccc(OC)cc3)oc2C)CC1 was read as 12-LOX inh -9.9%.
CC(C)Cc1cc(C(=O)NCC2(c3ccccc3F)CCCC2)on1 was read as 12-LOX inh 27.0%.
`CN1N=C(C(=O)N2CCOc3ccc(CN4CCCC(C(=O)c5cccnc5)C4)cc3C2)CCC1=O` (configuration not stated) gave 12-LOX inh -7.2%.
Screening Cc1ccc([C@@H]2CN(C(=O)c3nc(C)oc3C)C[C@H]2NC(=O)C2CC2)cc1 returned 12-LOX inh 7.6%.
COC(=O)C1CN(CCc2ccccc2)CCS(=O)(=O)N1Cc1ccc(C(F)(F)F)cc1 (configuration not stated) was read as 12-LOX inh 13.1%.
Screening Cc1cccc(Oc2ccc3[nH]c(C(=O)NCc4ccco4)cc3c2)c1 returned 12-LOX inh inconclusive.
Screening Cn1ccnc1CNC(=O)C[C@@H]1C[C@H]2O[C@H](CNCc3cnccc3Cl)[C@@H](O)[C@H]2O1 returned 12-LOX inh -7.1%.
For COc1ccc(C2c3c(-c4c(C)cc(C)cc4O)n[nH]c3C(=O)N2CCO)cc1OC (configuration not stated) the results were 12-LOX inh -4.0%.
Cc1ccc(Cl)cc1NC(=O)NCC1CCOCC1 was read as 12-LOX inh -29.0%.
Screening COCc1[nH]nc2c1C(c1ccc(C)cc1)N(Cc1ccccc1)C2=O (configuration not stated) returned 12-LOX inh 1.7%.
O=C(/C=C/c1ccc(COc2ccc(F)cc2F)o1)c1cccc([N+](=O)[O-])c1 was read as 12-LOX inh inconclusive.
CC(C)c1nnc(SCC(=O)NC(C)C(C)C)o1 (configuration not stated) was read as 12-LOX inh -25.2%.
For COC(=O)c1ccsc1NS(C)(=O)=O the results were 12-LOX inh inconclusive.
Cc1nc(CN2CCN(C(=O)NC(C)c3ccccn3)CC2)cs1 (configuration not stated) was read as 12-LOX inh 59.8%[activator].
C[C@@H]1CN([C@H](C)CO)C(=O)c2cc(Br)cnc2O[C@H]1CN(C)Cc1ccccc1F was read as 12-LOX inh 23.1%.
COc1cccc(Nc2ccc3c(n2)C(C)(C(=O)NCCc2ccccn2)CN(C)C3)c1 (configuration not stated) was read as 12-LOX inh 18.3%[176 µM].
COC[C@@H]1CN(C(=O)CCc2c(C)nn(C)c2C)C[C@H]1c1ccncc1 was read as 12-LOX inh 31.1%.
CN(Cc1ccccc1)c1ncccc1CNC(=O)Nc1ccccc1F was read as 12-LOX inh 4.1%.
`O=C(NCC1CC1)c1cc2n(n1)CC(c1ccc(Cl)cc1)OC2` (configuration not stated) gave 12-LOX inh 10.0%.
`CCC(=O)NCC[C@@H]1CCc2ccc3c(c21)CCO3` gave 12-LOX inh -51.2%[57.4 µM].
`CCN1C(=O)NC(c2ccc(F)c(Br)c2)C(C(=O)Nc2cc(C)on2)=C1C` (configuration not stated) gave 12-LOX inh -25.5%.
O=C(c1csnn1)N1CCC2(CC1)CN(Cc1cc(C(F)(F)F)cc(C(F)(F)F)c1)C2 was read as 12-LOX inh -1.4%[57.4 µM].
`CCc1c(C)sc(NC(=O)C2CCC2)c1C#N` gave 12-LOX inh 12.6µM*.
CCOc1ccc(N(CCC#N)C(=O)Cn2nc(C(=O)O)c3ccccc3c2=O)cc1 was read as 12-LOX inh 16.7%.
Screening O=C1CCN(S(=O)(=O)c2ccccc2)CCCN(C(=O)CCCc2ccccc2)CCN1 returned 12-LOX inh 40.9%[activator].
`O=C1Nc2ccccc2CC12CCCN2Cc1ccccc1` (configuration not stated) gave 12-LOX inh inconclusive.
For COCCN1CCC(N2CCN(C(=O)C3CCCCC3)CC2)C1=O (configuration not stated) the results were 12-LOX inh -0.6%.
`COC(=O)[C@@H]1Cc2ncn(Cc3ccccc3)c2CN1S(=O)(=O)c1cccs1` gave 12-LOX inh 42.7%[activator][176 µM].
`Cc1cccc(C)c1NC(=O)C1(C)CN(S(C)(=O)=O)CC(=O)N1CCOc1ccccc1` (configuration not stated) gave 12-LOX inh 9.3%.
Screening Cn1cc(-c2cccc(CO)c2)c2nc(COc3ccc(Cl)cc3)cn2c1=O returned 12-LOX inh 7.9%[176 µM].
Screening Cc1ccc(-c2cnc(-c3ccc(Br)cc3)o2)cc1 returned 12-LOX inh 22.3%.

A draw from above in order of heavy-atom count, high to low:
O=C(c1csnn1)N1CCC2(CC1)CN(Cc1cc(C(F)(F)F)cc(C(F)(F)F)c1)C2 was read as 12-LOX inh -1.4%[57.4 µM].
`CCN1C(=O)NC(c2ccc(F)c(Br)c2)C(C(=O)Nc2cc(C)on2)=C1C` (configuration not stated) gave 12-LOX inh -25.5%.
For COC(=O)c1ccsc1NS(C)(=O)=O the results were 12-LOX inh inconclusive.

Following part.
Screening O=C(NCc1ccc(N2CCOCC2)cc1)c1ccc(N2CC3CC(C2)[C@H]2CCCC(=O)N2C3)nc1 (some centres not stated) returned 12-LOX inh 2.6%.
CCOC(=O)CCN(CC1CC1)C(=O)Cc1cccs1 was read as 12-LOX inh 59.9%[activator].
`CCn1c(SCC(=O)Nc2nncs2)nnc1-c1ccc(C)cc1` gave 12-LOX inh 3.3%.
COc1ccc(-c2cn(C)c(=O)n3cc(CN4CC[S+](=O)([O-])CC4)nc23)cc1OC was read as 12-LOX inh inconclusive.
CC(C)CC(NC(N)=O)C(=O)NCCc1ccc(C(F)(F)F)cc1 (configuration not stated) was read as 12-LOX inh inconclusive.
Cc1noc2c(N3CC(O)C3)cc(-c3ccsc3)nc12 was read as 12-LOX inh -2.1%[176 µM].
`Cc1ccc(C2(O)CCN(C(=O)c3ccc4ncccc4c3)CC2)nc1` gave 12-LOX inh -0.1%.
Screening CCN1CC(C(=O)NCc2csc(-c3ncccn3)n2)CCC1=O (configuration not stated) returned 12-LOX inh 9.9%.
For O=C(NC1(C(F)(F)F)C(=O)Nc2c1c(=O)[nH]c(=O)n2Cc1ccco1)c1ccco1 (configuration not stated) the results were 12-LOX inh 1.0%.
For O=C(Nc1cnc(-c2ccc(Cl)cc2)nc1)c1ccccc1Cl the results were 12-LOX inh 30.4%.
O=C(COc1ncnc2ccccc12)Nc1cc(Cl)ccc1Cl was read as 12-LOX inh -3.4%.
For CC(C)NC(=O)C[C@@H]1C[C@H]2O[C@H](CNCc3ccccc3Cl)[C@@H](O)[C@H]2O1 the results were 12-LOX inh 13.8%[176 µM].
For CCS(=O)(=O)Nc1cc(C(=O)N2CCCN(C=O)CC2)c2c(c1)nc(-c1ccccc1)n2C the results were 12-LOX inh 15.2%.
Screening COc1ccc(-c2noc(C(=O)NC3CCC3)c2[C@H](C)O)cc1 returned 12-LOX inh 13.7%[176 µM].
Screening CCCOc1ccc2c(=O)c(-c3ccccc3)coc2c1C returned 12-LOX inh -23.5%.
O=C(c1cnccn1)N1CCC2(CC1)CCN(c1ccncc1)CC2 was read as 12-LOX inh -1.3%[57.4 µM].
COc1ccc(-c2c(C)oc3cc(OS(C)(=O)=O)ccc3c2=O)cc1OC was read as 12-LOX inh inconclusive.
Screening COc1cccc(CN2CCC(Cc3ncc(C)n3Cc3ccccc3)C2)c1 (configuration not stated) returned 12-LOX inh 81.0%[activator].
`Cc1ccc(CNC(=O)CN2CC3CC(C2)[C@H]2CCCC(=O)N2C3)cc1` (some centres not stated) gave 12-LOX inh 40.5%[activator].
Fc1ccccc1Nc1ccnc(N2CC3CCC(C2)N3CC(F)(F)F)n1 was read as 12-LOX inh 1.3%[6.33 µM].

Entries from the list above containing a cyano group:
`CCc1c(C)sc(NC(=O)C2CCC2)c1C#N` gave 12-LOX inh 12.6µM*.
CCOc1ccc(N(CCC#N)C(=O)Cn2nc(C(=O)O)c3ccccc3c2=O)cc1 was read as 12-LOX inh 16.7%.

Carrying on:
C[N+](CCOCc1ccccc1)(CCOCc1ccccc1)CCOCc1ccccc1 was read as 12-LOX inh 17.8µM*.
`COc1ccc(CN2Cc3[nH]nc(-c4cccc(NC(C)=O)c4)c3CC2=O)cc1` gave 12-LOX inh inconclusive.
`O=S1(=O)CC(N2CCN(CCO)CC2)CN1Cc1cn(Cc2ccc(C(F)(F)F)cc2)nn1` (configuration not stated) gave 12-LOX inh inconclusive.
CCOc1ccc(NC2=CC(=O)CC(C)(C)C2)cc1 was read as 12-LOX inh 0.1%.
For Fc1ccc(N/N=C/c2ccccc2Br)c(F)c1 the results were 12-LOX inh inconclusive.
CCCCNC(=O)Cn1nc2n(c1=O)CCN(Cc1cccc(Cl)c1)C2=O was read as 12-LOX inh 2.9%.
Screening O=c1c(-c2cccs2)cc(-n2c(=O)[nH]c3ccccc32)cn1-c1ccccc1 returned 12-LOX inh inconclusive.
Screening O=C(c1ccccc1OCC1CCCNC1)N1CCOCC1 (configuration not stated) returned 12-LOX inh 34.8%.
`Cc1noc(Cn2cnc3ccc(Br)cc3c2=O)n1` gave 12-LOX inh -1.5%.
For Cc1cnc(C(=O)N2CC(c3nc(CCOCC4CC4)no3)C2)cn1 the results were 12-LOX inh 9.7%.
`COC(=O)[C@H](Cc1ccc(OC)cc1)NC(=O)[C@H]1CN(C(=O)Nc2ccccc2)CCN1C(=O)C1CCCCC1` gave 12-LOX inh 85.1%[activator].
`CCCNC(=O)N1CCCCCC1CN1CCCC1` (configuration not stated) gave 12-LOX inh 98.5%[activator].
`Cc1cc(C)c2oc(C(=O)NCCc3nc(-c4ccccc4)no3)cc(=O)c2c1` gave 12-LOX inh 27.4%.
Cn1cc(-c2cc3n(n2)CCCN3C(=O)CCC(=O)N2CCCC2)c2ccccc21 was read as 12-LOX inh -2.5%.
Screening Cc1nnc2n1C(C)CN(C(=O)CCCc1nc(-c3ccncc3)no1)C2 (configuration not stated) returned 12-LOX inh 17.0%.
`N#Cc1nc(C2CC2)oc1N1CCN(CC(=O)NC(N)=O)CC1` gave 12-LOX inh 5.8%.

An excerpt; the hit share may differ from the screen's.
